TIM10 inh – growth inhibitors of isogenic TIM10 control yeast, primary screen, counter-screen for tim10-1 yeast inhibitor project, luminescence, uHTS; S. cerevisiae TIM10 strain growth, BacTiter-Glo luminescence, 24 h; hit rate 1.4% among 330,000; inhibition, % at 10 µM;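 active = inhibition of 40% or more at the single tested concentration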;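 note: wild-type TIM10 isogenic control strain grown at permissive 25 °C; 0% = DMSO yeast wells and 100% = minimal medium wells without yeast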
CHOP UPR activ – activators of apoptotic CHOP UPR arm, primary screen, cell-based, CHO-CHOP luciferase reporter, luminescence, uHTS | UPR activation; percent of tunicamycin response over DMSO baseline | AID 449763, 2010 | activation, % at 10 µM | hit rate 0.34% among 330,000;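 active = at 10 µM dose, activation of 40% or more, normalized to positive control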;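 note: 100% = tunicamycin at 10 µg/mL and 0% = DMSO alone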
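Assay system: CHO cells with stable CHOP pathway luciferase reporter; Buffer or medium: F12 plus 10% serum; Times: 16-18 h cell attachment, then 6 h compound exposure, 37 °C; Signal: luciferase luminescence; Read-out basis: percent activation relative to tunicamycin control; Control set: tunicamycin high control, DMSO low control.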
Jurkat NFkB inh – inhibitors of induced NF-kB luciferase reporter, primary screen, TCR NF-kB activation inhibitor project, cell-based, luminescence, uHTS; Jurkat, PMA/ionomycin-induced NF-kB luciferase reporter; inhibition, % at 4 µM; hit rate 0.53% among 330,000; in the data active = inhibition above about 50%
XBP1 UPR activ – activators of adaptive XBP1 UPR arm, primary screen, cell-based, CHO-XBP1 luciferase reporter, luminescence, uHTS. AID 463104, 2010. activation, % at 20 µM. IRE1-XBP1 UPR activation; percent of tunicamycin response, DMSO as zero. hit rate 0.33% among 330,000;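 active = versus positive control, 20 µM dose yields 30% or more activation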;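 note: 100% = tunicamycin at 10 µg/mL and 0% = DMSO only wells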
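Material: IRE1-XBP1 luciferase reporter CHO line / Quantity: one thousand reporter cells per well / Buffer or medium: F12 with 10% serum / Compound: 20 µM single concentration, DMSO 1% / Times: 6 h treatment, 37 °C / Detection: Steady-Glo luciferase glow luminescence, 10 min after reagent addition / Benchmarks: tunicamycin high, DMSO low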
tim10-1 inh – growth inhibitors of tim10-1 mutant yeast, primary screen, luminescence, uHTS. S. cerevisiae tim10-1 ts strain growth, BacTiter-Glo, 24 h. inhibition, % at 20 µM. hit rate 2.2% among 330,000. AID 463190, 2010;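 active = inhibition of at least 40%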;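 note: mutant grown at 25 °C; 0% = DMSO wells with yeast and 100% = wells holding no yeast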
697 NFkB inh – inhibitors of PMA/ionomycin-induced NF-kB reporter, 697 cells, primary screen, B-cell NF-kB inhibitor project, cell-based, luminescence, uHTS | AID 435022, 2010 | inhibition, % at 4 µM | 697 B-cell NF-kB luciferase reporter, 16 h | hit rate 0.33% among 330,000; in the data active = inhibition above about 35%
tim23-1 inh – growth inhibitors of tim23-1 mutant yeast, primary screen, luminescence, uHTS | S. cerevisiae tim23-1 growth, BacTiter-Glo luminescence, 24 h | AID 463212, 2010 | inhibition, % at 20 µM | hit rate 1.3% among 330,000;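 active = growth inhibition of the mutant yeast at or above 50%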;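 note: temperature-sensitive mutant grown at 25 °C; plate controls were DMSO-treated mutant yeast for no effect and medium wells lacking yeast for full effect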
Mdm2 MdmX PPI – inhibitors of human Mdm2-MdmX association, primary screen, cell-based, luminescence, split luciferase, SaOS-2, uHTS | hit rate 3% among 330,000 | AID 485346, 2010 | Protein Mdm4 (Homo sapiens) + E3 ubiquitin-protein ligase Mdm2 (Homo sapiens), … | SaOS-2 split-luciferase Mdm2/MdmX complementation | inhibition, % at 8 µM;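 active = inhibition of at least 50% at 8 µM in the primary screen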
Target sequence (O15151 whole entry, looked up): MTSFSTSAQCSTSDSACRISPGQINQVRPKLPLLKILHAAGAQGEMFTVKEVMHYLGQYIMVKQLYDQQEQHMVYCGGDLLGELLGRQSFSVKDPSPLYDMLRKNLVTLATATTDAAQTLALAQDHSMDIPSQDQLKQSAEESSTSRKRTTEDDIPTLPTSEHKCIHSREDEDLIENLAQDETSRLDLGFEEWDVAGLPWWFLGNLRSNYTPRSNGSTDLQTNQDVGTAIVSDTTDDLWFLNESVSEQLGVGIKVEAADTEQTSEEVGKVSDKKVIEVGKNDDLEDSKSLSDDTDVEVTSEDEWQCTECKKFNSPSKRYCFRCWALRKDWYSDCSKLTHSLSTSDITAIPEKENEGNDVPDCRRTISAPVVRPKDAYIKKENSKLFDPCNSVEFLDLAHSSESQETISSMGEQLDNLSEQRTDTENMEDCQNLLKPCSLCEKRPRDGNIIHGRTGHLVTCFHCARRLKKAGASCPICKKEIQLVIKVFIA
Target sequence (Q00987 whole entry, looked up): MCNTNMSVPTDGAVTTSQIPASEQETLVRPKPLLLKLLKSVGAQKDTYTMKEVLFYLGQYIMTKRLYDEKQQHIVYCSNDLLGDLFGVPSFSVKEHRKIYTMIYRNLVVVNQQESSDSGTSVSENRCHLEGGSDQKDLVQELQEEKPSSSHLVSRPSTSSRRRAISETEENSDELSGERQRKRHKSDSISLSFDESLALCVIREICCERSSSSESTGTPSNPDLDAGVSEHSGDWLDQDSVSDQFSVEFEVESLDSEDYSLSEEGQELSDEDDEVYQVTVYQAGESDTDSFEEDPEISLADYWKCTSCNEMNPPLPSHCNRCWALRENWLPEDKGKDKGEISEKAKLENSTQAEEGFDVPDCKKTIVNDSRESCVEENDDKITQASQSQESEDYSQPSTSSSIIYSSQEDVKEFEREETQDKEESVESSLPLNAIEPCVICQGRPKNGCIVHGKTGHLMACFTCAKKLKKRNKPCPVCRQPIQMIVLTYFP
* = called active by the depositor.

SMILES | TIM10 inh | CHOP UPR activ | Jurkat NFkB inh | XBP1 UPR activ | tim10-1 inh | 697 NFkB inh | tim23-1 inh | Mdm2 MdmX PPI
CCCC(=O)Nc1cc2c3c(c1)C(C)C(=O)N3CCC2 (centres undefined) | 1 | -1.9 | 17 | -2 | -4 | -5 | -7 | 16
Cc1ccc(CNC(=O)CCSCc2ccccc2C)cc1 | 21 | 3.4 | 15 | -1 | 10 | 10 | 23 | 5
O=C(O)c1cccc(S(=O)(=O)N2CCCC2)c1 | 7 | -0.2 | -8 | -3 | -2 | 13 | 25 | -23
CSc1ccc(S(=O)(=O)NCc2ccccc2C)cc1 | 17 | -1.7 | 9 | -4 | 47* | 8 | 41 | 15
CCN(CC(=O)NCc1ccco1)S(=O)(=O)c1ccc(F)cc1 | -1 | 0.0 | -11 | 0 | -17 | 5 | 0 | 12
COc1ccccc1N=Nc1c(C)noc1C | -12 | -0.9 | 12 | -2 | -11 | 2 | -2 | -10
CCO[C@H]1OC(C(=O)NC2CC2)=C[C@@H](c2ccccc2)[C@@H]1CCCO | -6 | -0.9 | -8 | -2 | -6 | 9 | 3 | 32
CC(=O)Nc1ccc2sc(C)nc2c1 | -11 | 1.2 | 4 | 0 | 1 | 13 | 6 | 28
Cc1ccc(NC(=O)C2COc3ccccc3O2)cc1C (centres undefined) | -6 | 4.5 | -75 | 0 | 5 | 5 | 20 | -12
COc1cc(C2NC(=O)C(C#N)=C(Nc3cccc(C)c3)S2)ccc1O (centres undefined) | -6 | 0.3 | -14 | -1 | 1 | 3 | -12 | 15
COc1ccc(N(CC(=O)NC2CCCCCCC2)S(=O)(=O)c2c(C)nn(C)c2C)cc1 | -2 | -0.8 | -1 | -4 | 18 | 2 | 6 | -2
COc1ccc(NC(=S)NNC(=O)CNc2ccc(Cl)cc2)cc1 | 30 | -0.8 | -1 | 0 | 27 | -2 | -17 | 10
CCCOC(=O)c1ccc(Oc2c(-c3ccc(OC)cc3O)n[nH]c2C)cc1 | 16 | 0.7 | 1 | 1 | 24 | 1 | 20 | 32
Cc1cc(C(=O)OCC(=O)N2CC(=O)Nc3ccccc32)c(C)n1-c1ccccc1 | 5 | 1.3 | 6 | 3 | 21 | 12 | 15 | 9
C=C1C(=O)O[C@@]23[C@H]1CC[C@@H](C)[C@@H]2CC[C@@]1(C)O[C@@H]31 | 30 | -0.8 | -6 | -4 | 38 | -9 | 45 | 71*
Fc1ccc(NC(=S)Nc2ccc(F)c(Cl)c2)cc1Cl | 53* | 2.6 | 2 | 1 | 71* | 15 | 72* | 64*
COc1cccc(/C=N/NC(=O)CCCC(=O)NC2CCCCC2)c1 | 9 | 0.1 | 6 | -1 | -4 | -13 | 10 | -9
Cc1c(CCO)c(=O)n(-c2ccccc2)n1S(=O)(=O)c1ccc([N+](=O)[O-])cc1 | -3 | 0.1 | 11 | -3 | -8 | 12 | 5 | -17
Cc1cc(N/N=C/c2ccc(O)cc2)nc(NS(=O)(=O)c2ccccc2)n1 | 12 | -0.1 | 2 | 0 | 16 | 12 | -3 | 3
CCC(C)[C@H](NC(=O)c1cc2cc(Cl)ccc2n1C)C(=O)N1CCC(C(=O)O)CC1 (some centres undefined) | -25 | 1.4 | -8 | 0 | 4 | -1 | 11 | 26

Three entries from above, field by field.
Cc1ccc(NC(=O)C2COc3ccccc3O2)cc1C (centres undefined)
  TIM10 inh: -6 | CHOP UPR activ: 4.5 | Jurkat NFkB inh: -75 | XBP1 UPR activ: 0 | tim10-1 inh: 5 | 697 NFkB inh: 5 | tim23-1 inh: 20 | Mdm2 MdmX PPI: -12
CCC(C)[C@H](NC(=O)c1cc2cc(Cl)ccc2n1C)C(=O)N1CCC(C(=O)O)CC1 (some centres undefined)
  TIM10 inh: -25 | CHOP UPR activ: 1.4 | Jurkat NFkB inh: -8 | XBP1 UPR activ: 0 | tim10-1 inh: 4 | 697 NFkB inh: -1 | tim23-1 inh: 11 | Mdm2 MdmX PPI: 26
COc1ccccc1N=Nc1c(C)noc1C
  TIM10 inh: -12 | CHOP UPR activ: -0.9 | Jurkat NFkB inh: 12 | XBP1 UPR activ: -2 | tim10-1 inh: -11 | 697 NFkB inh: 2 | tim23-1 inh: -2 | Mdm2 MdmX PPI: -10

Additional compounds follow.
SMILES | TIM10 inh | CHOP UPR activ | Jurkat NFkB inh | XBP1 UPR activ | tim10-1 inh | 697 NFkB inh | tim23-1 inh | Mdm2 MdmX PPI
FC(F)(F)c1cnc(COc2ccc(Cl)cc2Cl)c(Cl)c1 | -14 | 3.9 | 2 | -1 | 2 | 6 | 12 | 21
O=C(Nc1ccccc1)c1cnc2n(c1=O)CCS2 | -2 | 6.3 | -34 | 5 | -12 | -23 | 19 | -5
CC1CC(C)CN(C(=O)COC(=O)c2cc3ccccc3cc2O)C1 (centres undefined) | -14 | -1.8 | -1 | -1 | -13 | 8 | 12 | 13
Cn1nc(N)nc1N1CCN(c2ccc(F)cc2)CC1 | 10 | -0.2 | -4 | -2 | 3 | -10 | 2 | -25
COc1cc2c(cc1OC)C(c1cccs1)N(C(=O)C(C)C)CC2 (centres undefined) | 13 | -2.2 | -3 | -4 | 18 | 1 | 10 | -1
O=C(O)CSc1nc2ccccc2nc1Cc1ccccc1F | 1 | 0.9 | -17 | -1 | 27 | -25 | 8 | 5
CCCC1=NN2C(=N)/C(=C\c3ccc(SCc4ccco4)o3)C(=O)N=C2S1 | 13 | -2.2 | 4 | -3 | 29 | 13 | 25 | -12
CCOc1ccc(CCNC(=O)COC(=O)Cc2ccc(OC)c(OC)c2)cc1OCC | 9 | 0.1 | -7 | -3 | 11 | 7 | 17 | 1
CC/C(=N\O)C(C)(C)/[N+]([O-])=C/c1ccc(Br)cc1 | -13 | 1.4 | -4 | 4 | 5 | 6 | -7 | 4
COc1ccccc1C(=O)Nc1ccc(NC(=O)c2ccco2)cn1 | 11 | 5.8 | -43 | 7 | -2 | -33 | 49 | 2
Cc1ccccc1C(=O)NNC(=O)Nc1ccccc1 | 12 | 2.0 | -7 | -1 | 11 | -4 | -3 | 7
Cc1cc(C)n2nc(SCc3ncc(-c4ccccc4)o3)nc2n1 | 16 | 1.7 | -16 | -1 | 24 | -26 | 25 | -7
C=CCNC(=O)c1c(CSc2ccc(Cl)cc2)noc1C(=O)NCCC | 17 | 4.9 | 2 | -5 | 22 | -6 | 33 | -20
O=C(OCC(=O)N1N=C(c2ccc(Cl)cc2)CC1c1ccco1)c1ccccc1O (centres undefined) | 27 | -1.3 | -3 | -1 | 34 | 6 | 23 | 17
CCN1C(=O)C(CC(=O)Nc2ccc(Br)cc2)N(CCCc2ccccc2)C1=S (centres undefined) | 30 | -0.2 | 6 | 4 | 37 | 2 | 37 | 84*
O=C(CNc1cccc(S(=O)(=O)N2CCCC2)c1)Nc1ccc(F)c(F)c1 | -2 | 1.0 | 6 | -5 | 7 | 5 | 2 | 18
CC(=O)Nc1ccc(S(=O)(=O)Nc2nc(C)nc3sc(C)c(C)c23)cc1 | 3 | -0.7 | 43 | 0 | -10 | 19 | -4 | 15
Cc1c(C(=O)OCC(=O)NCc2ccccc2)oc2ccccc12 | -18 | -1.3 | -5 | -1 | -10 | -17 | 3 | 6
O=[N+]([O-])c1ccc(N/N=C/c2ccc(OCc3cccc4ccccc34)cc2)nc1 | 1 | 36 | 18 | 74* | 4 | -38 | -12 | 29
O=C(NCc1ccco1)c1cccc2c1C(=O)c1ccc(N3CCC(Cc4ccccc4)CC3)cc1S2(=O)=O | 1 | 4.8 | 4 | -4 | 6 | -63 | 13 | 15
CCOC(=O)c1c(C)n(C)c2cc(-c3ccc(C)cc3)c(O)cc12 | 9 | -0.4 | -20 | 0 | 30 | -47 | 1 | 9
Cc1ccc(-n2c(C)cc(/C=C3\SC(=O)NC3=O)c2C)cc1 | 15 | 6.8 | -84 | 2 | 16 | -183 | 5 | -192
Cc1occc1-c1nnc(SCC(=O)N2CCN(c3ccccc3F)CC2)n1C | 10 | 2.1 | 11 | -2 | 12 | 13 | 12 | -16
C=CCn1c(N)c(-c2nc3ccccc3n2C)sc1=S | -3 | -0.5 | 3 | 5 | 5 | 10 | -6 | -13
O=C(CSc1nc2ccccc2c(=O)n1Cc1ccc(F)cc1)NCC1CCCO1 (centres undefined) | 9 | 0.0 | 5 | -1 | 8 | -4 | 4 | -7
Cc1ccsc1/C=N/NC(=O)CNC(=O)c1ccc(S(=O)(=O)N(C)C)cc1 | 7 | 0.0 | -1 | -2 | 12 | 15 | 6 | -9
COc1ccc(CNC(=O)C(=O)NCC2OCCN2S(=O)(=O)c2cccs2)cc1 (centres undefined) | 1 | 0.7 | -5 | -1 | 3 | -4 | -3 | 20
Cc1cccc(OCCn2c(=O)sc3ccccc32)c1 | -24 | 6.9 | -69 | 2 | -3 | -81 | 21 | -40
Cc1ccc(Cl)cc1N1CCN(C2CCCCC2NS(=O)(=O)c2ccccc2)CC1 (centres undefined) | 13 | -0.8 | 5 | -3 | 28 | -27 | 36 | 17
CCc1ccc(-n2c(C)cc(/C=N/NC(=O)c3ccncc3)c2C)cc1 | 27 | -0.4 | 7 | -1 | 33 | 8 | 32 | 5
Fc1ccc(CSc2nnc(-c3cccs3)o2)cc1 | 15 | 2.7 | -57 | 2 | 24 | -54 | 29 | -14
COc1ccccc1CNS(=O)(=O)c1cc(-c2cc(C)no2)ccc1C(C)C | -2 | -0.3 | -15 | -2 | 32 | -14 | 33 | 14
Cc1nc(Nc2ccccc2)[nH]c(=O)c1CCC(C)C | 28 | 0.3 | -10 | 1 | 24 | -42 | 21 | 10

Full records, quoted from the list. Screens in order: TIM10 inh, CHOP UPR activ, Jurkat NFkB inh, XBP1 UPR activ, tim10-1 inh, 697 NFkB inh, tim23-1 inh, Mdm2 MdmX PPI
Listed for COc1ccccc1CNS(=O)(=O)c1cc(-c2cc(C)no2)ccc1C(C)C → -2, -0.3, -15, -2, 32, -14, 33, 14
Listed for COc1ccc(CNC(=O)C(=O)NCC2OCCN2S(=O)(=O)c2cccs2)cc1 (centres undefined) → 1, 0.7, -5, -1, 3, -4, -3, 20
Listed for Cc1cccc(OCCn2c(=O)sc3ccccc32)c1 → -24, 6.9, -69, 2, -3, -81, 21, -40

Bioassay records: PubChem, Sanford-Burnham Center for Chemical Genomics
